Assay outcomes: PubChem BioAssay, several laboratories
MazF activator: activators of E. coli MazEF toxin-antitoxin RNase, primary screen, biochemical, fluorescence, uHTS; FAM/BHQ RNA-DNA oligo cleavage fluorescence, 5 h; actives 0.32% (n = 350,000); activation, % at 20 µM; Endoribonuclease toxin MazF (Escherichia coli (strain K12)), P0AE70; in the data active means activation above about 50%
Target sequence (P0AE70 whole entry, looked up): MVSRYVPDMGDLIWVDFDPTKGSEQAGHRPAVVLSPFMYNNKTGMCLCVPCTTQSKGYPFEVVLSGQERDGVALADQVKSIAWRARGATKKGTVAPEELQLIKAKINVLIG
FadD28 binding: inhibitors of FadD28 bisubstrate probe binding, primary screen, biochemical, fluorescence polarization, single point. Mycobacterium tuberculosis FadD28 fatty-acid-AMP ligase. inhibition, % at 12.5 µM. actives 0.22% (n = 360,000); in the data active means inhibition above about 8.5%, passing the limit was not always enough; inconclusive means no clear call, values can overlap the other calls
GDH-TPI counter: GDH-TPI coupling enzyme inhibitors, primary screen, artefact control for M. tuberculosis FBA inhibitor project, biochemical, absorbance, full deck; inhibition, % at 4.8 µM; GDH-TPI coupled enzyme counterscreen, NADH absorbance; AID 588335, 2011; actives 1.2% (n = 360,000); in the data active means inhibition above about 30%;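 further: 0% = DMSO wells and 100% = wells lacking the enzyme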
BoNT-F LC inh: BoNT/F light chain protease inhibitors, primary screen, biochemical, flow cytometry, MLPCN library; Botulinum neurotoxin type F light chain protease (Clostridium botulinum); Multiplex microsphere protease cleavage assay; inhibition, % at 10 µM; actives 0.22% (n = 360,000); AID 588497, 2011; in the data active means inhibition above about 35%, passing the limit was not always enough; inconclusive means no clear call, values can overlap the other calls; further: plate controls were buffer without enzyme for full effect and enzyme alone for no effect
Rv3671c inh: Rv3671c serine protease inhibitors, primary screen, biochemical, fluorescence polarization, M. tuberculosis H37Rv. inhibition, % at 5.96 µM. actives 0.048% (n = 320,000). AID 2606, 2010; in the data active means inhibition above about 38%;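 further: extracellular domain of Rv3671c used as enzyme; 0% = enzyme with DMSO and 100% = no enzyme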
Mtb FBA inh: Mtb FBA enzyme inhibitors, primary screen, biochemical, fluorescence, strain H37Rv | Fructose-bisphosphate aldolase (Mycobacterium tuberculosis (strain ATCC 25618 / H37Rv)), … | purified M. tuberculosis FBA, fluorescence read-out | inhibition, % at 1 µM | actives 2.3% (n = 360,000) | AID 588726, 2011; in the data active means inhibition above about 27%;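 further: 0% = vehicle and 100% = reference inhibitor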
Target sequence (P9WQA3 whole entry, looked up): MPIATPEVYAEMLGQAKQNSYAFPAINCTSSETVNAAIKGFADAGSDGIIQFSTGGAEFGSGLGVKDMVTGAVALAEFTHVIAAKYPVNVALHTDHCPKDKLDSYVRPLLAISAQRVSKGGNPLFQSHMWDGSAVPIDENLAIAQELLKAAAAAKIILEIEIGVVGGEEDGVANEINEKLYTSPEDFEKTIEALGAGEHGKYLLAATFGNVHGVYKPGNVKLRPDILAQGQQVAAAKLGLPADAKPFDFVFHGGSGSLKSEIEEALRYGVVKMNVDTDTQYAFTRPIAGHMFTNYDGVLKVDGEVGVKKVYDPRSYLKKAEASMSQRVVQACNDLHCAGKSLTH
BioA inh: M. tuberculosis BioA enzyme inhibitors, primary screen, biochemical, plate reader, single point, HTS | 7,8-diaminopelargonic acid synthase BioA (Mycobacterium tuberculosis) | purified M. tuberculosis BioA enzyme | inhibition, % at 9.99 µM | actives 0.096% (n = 360,000) | AID 602481, 2012; in the data active means inhibition above about 40%; inconclusive means no clear call, values can overlap the other calls
UGM FP inh: M. tuberculosis UGM enzyme inhibitors, primary screen, biochemical, fluorescence polarization, single point | inhibition, % at 10 µM | UDP-galactopyranose mutase (Mycobacterium tuberculosis (strain ATCC 25618 / H37Rv)), … | actives 0.06% (n = 320,000) | purified UGM, fluorescence polarization probe displacement; in the data active means inhibition above about 10%, passing the limit was not always enough; inconclusive means no clear call, values can overlap the other calls
Target sequence (P9WIQ1 whole entry, looked up): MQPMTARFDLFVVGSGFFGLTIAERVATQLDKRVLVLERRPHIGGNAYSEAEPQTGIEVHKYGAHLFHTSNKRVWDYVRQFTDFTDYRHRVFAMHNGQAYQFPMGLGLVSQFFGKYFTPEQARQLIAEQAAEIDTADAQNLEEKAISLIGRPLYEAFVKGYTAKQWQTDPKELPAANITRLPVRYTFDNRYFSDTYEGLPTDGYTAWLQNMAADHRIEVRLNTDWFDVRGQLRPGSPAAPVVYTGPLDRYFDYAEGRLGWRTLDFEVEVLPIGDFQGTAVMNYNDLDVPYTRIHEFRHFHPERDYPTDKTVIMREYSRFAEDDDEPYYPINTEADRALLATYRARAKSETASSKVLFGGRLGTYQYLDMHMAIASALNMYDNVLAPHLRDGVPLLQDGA
PrPC TRFRET: inhibitors of human cell surface prion protein PrPC, primary screen, cell-based, TR-FRET; inhibition, % at 13.8 µM; actives 0.43% (n = 370,000); Major prion protein (Homo sapiens), P04156; TR-FRET read-out; in the data active means inhibition above about 24%; further: 0% = median of the test wells and 100% = reference compound wells
An asterisk follows results filed as active.

Screening CNc1nc2[nH]c(=O)c3c(c2s1)OC(N)=C(C#N)C3c1ccccc1 (stereo not given) returned MazF activator -52.3, FadD28 binding -2.0, GDH-TPI counter 9.5, BoNT-F LC inh -0.6, Rv3671c inh -3.7, Mtb FBA inh 0.3, BioA inh 8.2, UGM FP inh -2.8 and PrPC TRFRET -9.9.
For O=C1CCCN1CCC1CCN(C2CC(=O)N(c3ccc(Cl)cc3)C2=O)CC1 (stereo not given) the results were MazF activator -4.9, FadD28 binding -3.5, GDH-TPI counter -6.1, BoNT-F LC inh 3.4, Rv3671c inh 5.1, Mtb FBA inh -1.4, BioA inh 1.9, UGM FP inh 0.2 and PrPC TRFRET -1.8.
Screening Nc1nc(NCc2ccco2)nc(NCCO)c1[N+](=O)[O-] returned MazF activator 7.3, FadD28 binding -1.0, GDH-TPI counter 31.7*, BoNT-F LC inh inconclusive, Rv3671c inh 2.8, Mtb FBA inh -4.8, BioA inh 5.7, UGM FP inh -1.4 and PrPC TRFRET -6.8.
`Cc1ccc(Nc2cc(C)nc3ncnn23)cc1` gave MazF activator 7.0, FadD28 binding -2.3, GDH-TPI counter 6.8, BoNT-F LC inh 5.2, Rv3671c inh -2.7, Mtb FBA inh 1.7, BioA inh 0.7, UGM FP inh 1.7 and PrPC TRFRET 6.2.
For NS(=O)(=O)c1ccc(Nc2nc(-c3ccc(O)cc3)cs2)cc1 the results were MazF activator 10.3, FadD28 binding 10.5*, GDH-TPI counter 8.7, BoNT-F LC inh -1.9, Rv3671c inh 12.1, Mtb FBA inh 7.0, BioA inh 6.6, UGM FP inh 2.9 and PrPC TRFRET -10.4.
Screening CCCNC(=O)c1ccc(N2CCC3(CC2)CC(c2cccc(Br)c2)=NO3)c(NC(=O)c2c(Cl)cccc2Cl)c1 returned MazF activator -10.5, FadD28 binding -0.3, GDH-TPI counter 10.3, BoNT-F LC inh -5.9, Rv3671c inh -20.4, Mtb FBA inh -0.5, BioA inh -7.1, UGM FP inh 1.4 and PrPC TRFRET -1.8.
Screening O=C(CSc1n[nH]c(-c2cccnc2)n1)Nc1ccc([N+](=O)[O-])cc1 returned MazF activator 5.3, FadD28 binding -0.1, GDH-TPI counter 6.2, BoNT-F LC inh 2.4, Rv3671c inh 1.0, Mtb FBA inh -1.3, BioA inh 7.7, UGM FP inh -0.5 and PrPC TRFRET -7.3.
For O=C(CNCc1ccccn1)Nc1cc(C(F)(F)F)ccc1N1CCOCC1 the results were MazF activator 1.5, FadD28 binding -2.6, GDH-TPI counter -6.2, BoNT-F LC inh 6.9, Rv3671c inh 2.3, Mtb FBA inh 1.5, BioA inh 0.2, UGM FP inh -0.8 and PrPC TRFRET -6.4.
`O=C(N/N=C/c1[nH]c2ccccc2c1Cl)c1cccc(Br)c1` gave MazF activator -5.0, FadD28 binding 0.1, GDH-TPI counter 23.6, BoNT-F LC inh -9.6, Rv3671c inh -22.1, Mtb FBA inh 7.7, BioA inh -1.2, UGM FP inh -0.3 and PrPC TRFRET 6.9.
`O=[N+]([O-])c1ccc(C2=NCCO2)cc1` gave MazF activator 2.1, FadD28 binding -1.3, GDH-TPI counter 2.5, BoNT-F LC inh 8.5, Rv3671c inh 6.6, Mtb FBA inh 0.3, BioA inh -0.4, UGM FP inh -2.3 and PrPC TRFRET -4.3.

Next section; it opens with the 3 that closed the last part.
For O=C(CNCc1ccccn1)Nc1cc(C(F)(F)F)ccc1N1CCOCC1 the results were MazF activator 1.5, FadD28 binding -2.6, GDH-TPI counter -6.2, BoNT-F LC inh 6.9, Rv3671c inh 2.3, Mtb FBA inh 1.5, BioA inh 0.2, UGM FP inh -0.8 and PrPC TRFRET -6.4.
`O=C(N/N=C/c1[nH]c2ccccc2c1Cl)c1cccc(Br)c1` gave MazF activator -5.0, FadD28 binding 0.1, GDH-TPI counter 23.6, BoNT-F LC inh -9.6, Rv3671c inh -22.1, Mtb FBA inh 7.7, BioA inh -1.2, UGM FP inh -0.3 and PrPC TRFRET 6.9.
`O=[N+]([O-])c1ccc(C2=NCCO2)cc1` gave MazF activator 2.1, FadD28 binding -1.3, GDH-TPI counter 2.5, BoNT-F LC inh 8.5, Rv3671c inh 6.6, Mtb FBA inh 0.3, BioA inh -0.4, UGM FP inh -2.3 and PrPC TRFRET -4.3.
CCOC(=O)N1CCC2CC1c1cc(-c3cccc(OC)c3)ccc12 (stereo not given) was read as MazF activator 2.4, FadD28 binding -5.6, GDH-TPI counter 2.8, BoNT-F LC inh -4.6, Mtb FBA inh -0.3, BioA inh -0.1 and PrPC TRFRET 7.7.
`Cc1ccccc1CC(=O)N1CCCC(CCC(=O)N2CCN(c3ccccn3)CC2)C1` (stereo not given) gave MazF activator -1.2, FadD28 binding -3.6, GDH-TPI counter -2.8, BoNT-F LC inh -0.5, Rv3671c inh 9.2, Mtb FBA inh 6.7, UGM FP inh -3.9 and PrPC TRFRET 1.0.
`COc1ccc(-c2nc(CSCC(=O)N3CCN(C(=O)c4ccco4)CC3)c(C)o2)cc1OC` gave MazF activator -2.1, FadD28 binding -1.7, GDH-TPI counter -4.0, BoNT-F LC inh -7.8, Rv3671c inh -3.2, Mtb FBA inh -0.4, BioA inh 0.2, UGM FP inh 1.0 and PrPC TRFRET 0.1.
COc1ccc(CNCc2ccco2)cc1OCc1ccccc1 was read as MazF activator 3.8, FadD28 binding -0.8, GDH-TPI counter 1.9, BoNT-F LC inh -12.0, Rv3671c inh 0.3, Mtb FBA inh -1.1, BioA inh 5.5, UGM FP inh 0.2 and PrPC TRFRET -7.1.
For Cc1ccc(-c2csc3ncn(C(C)C(=O)O)c(=O)c23)cc1 (stereo not given) the results were MazF activator -3.8, FadD28 binding -1.7, GDH-TPI counter 5.1, BoNT-F LC inh 8.8, Rv3671c inh 0.3, Mtb FBA inh 0.1, BioA inh -0.4, UGM FP inh 5.3 and PrPC TRFRET 4.8.
O=S(=O)(c1ccccc1)N1Cc2ccccc2-n2nncc2C1 was read as MazF activator 0.4, FadD28 binding -4.2, GDH-TPI counter 2.8, BoNT-F LC inh 1.2, Mtb FBA inh -1.9, BioA inh -0.7 and PrPC TRFRET 4.1.
Cc1ccc(Nc2nc(N)nc(CN3CCC(C)CC3)n2)c(C)c1 was read as MazF activator -0.5, FadD28 binding -2.1, GDH-TPI counter 4.4, BoNT-F LC inh 4.9, Rv3671c inh -22.6, Mtb FBA inh 3.1, BioA inh 0.2, UGM FP inh 1.4 and PrPC TRFRET 3.9.
`COc1cccc(CC2(CO)CCN(Cc3ccc(NC(C)=O)cc3)CC2)c1` gave MazF activator -1.6, FadD28 binding -0.7, GDH-TPI counter -1.0, BoNT-F LC inh 1.7, Rv3671c inh 0.7, Mtb FBA inh 1.4, UGM FP inh -0.1 and PrPC TRFRET -15.2.
For N/C(=N\OC(=O)C12CC3CC(CC(C3)C1)C2)c1ccccc1 the results were MazF activator -4.9, FadD28 binding -4.9, GDH-TPI counter -7.6, BoNT-F LC inh 4.6, Rv3671c inh 0.9, Mtb FBA inh -1.7, BioA inh 2.2, UGM FP inh -0.5 and PrPC TRFRET -5.0.
Screening CCN(C(=O)CSc1nc(-c2ccccc2)c(-c2ccccc2)[nH]1)C1CCS(=O)(=O)C1 (stereo not given) returned MazF activator -2.0, FadD28 binding -0.8, GDH-TPI counter 2.2, BoNT-F LC inh -1.4, Rv3671c inh 13.5, Mtb FBA inh 16.3, BioA inh 1.1, UGM FP inh 1.9 and PrPC TRFRET -6.0.
Screening Cc1cc(C)c(S(=O)(=O)/N=C2/C=C(SCC(=O)O)C(=O)c3ccccc32)cc1C returned MazF activator -18.8, FadD28 binding -0.1, GDH-TPI counter -2.2, BoNT-F LC inh -10.1 and Mtb FBA inh -4.6.
For CCc1nc2c(sc3nc4c(cc32)COC(C)(C)C4)c(=O)n1Cc1ccccc1 the results were MazF activator 8.8, FadD28 binding -0.7, GDH-TPI counter -6.2, BoNT-F LC inh -8.1, Rv3671c inh -1.6, Mtb FBA inh 2.5, BioA inh 1.0, UGM FP inh 1.7 and PrPC TRFRET -5.5.
For CC(=O)Nc1c(O)nc(SCC(=O)Nc2cccc(C)c2)[nH]c1=O the results were MazF activator 2.7, FadD28 binding -1.5, GDH-TPI counter 13.7, BoNT-F LC inh -8.6, Rv3671c inh 4.0, Mtb FBA inh 1.1, BioA inh -0.7, UGM FP inh 0.2 and PrPC TRFRET 0.1.
Screening CCN(CC(=O)Nc1ccccc1C(F)(F)F)C(=O)C1CCN(C(=O)Nc2ccccc2)CC1 returned MazF activator 5.3, FadD28 binding -2.5, GDH-TPI counter 9.3, BoNT-F LC inh 11.7, Rv3671c inh -2.0, Mtb FBA inh 3.7, BioA inh 0.9, UGM FP inh -2.2 and PrPC TRFRET -11.7.
`CC12CC[C@H]3[C@@H](CCC4(O)C[C@H](O)CCC34/C=N/NC(=O)c3ccccc3O)C1(O)CCC2C1=CC(=O)OC1` (stereo not given in full) gave MazF activator -8.0, FadD28 binding -1.5, GDH-TPI counter 11.6, Rv3671c inh -2.7, Mtb FBA inh 6.0, UGM FP inh 0.9 and PrPC TRFRET 5.1.
`CC(OC(=O)c1ccc(NS(=O)(=O)c2ccc3[nH]c(=O)[nH]c3c2)cc1)C(=O)Nc1cccc(Cl)c1Cl` (stereo not given) gave MazF activator 5.9, FadD28 binding -2.8, GDH-TPI counter 11.4, BoNT-F LC inh 4.4, Rv3671c inh -88.7, Mtb FBA inh 2.8, UGM FP inh 1.1 and PrPC TRFRET 3.9.
`CCOC(=O)NC(=O)CSc1nnnn1-c1ccccc1` gave MazF activator 2.1, FadD28 binding -0.4, GDH-TPI counter 6.6, BoNT-F LC inh -13.1, Rv3671c inh -3.7, Mtb FBA inh 3.1, UGM FP inh 2.3 and PrPC TRFRET 3.9.
Screening Cc1cc2cc3c(=O)[nH]c(=O)nc-3n(CC(O)C(O)C(O)CO)c2cc1C (stereo not given) returned MazF activator -5.1, FadD28 binding 0.1, GDH-TPI counter 26.1, BoNT-F LC inh 1.5, Mtb FBA inh 149.1* and PrPC TRFRET -28.1.
Cc1ccc(NC2CCCN(C(=O)c3snnc3C)C2)cc1C (stereo not given) was read as MazF activator 5.5, FadD28 binding -2.4, GDH-TPI counter 3.0, BoNT-F LC inh 4.3, Rv3671c inh -2.7, Mtb FBA inh -0.9, BioA inh 0.6, UGM FP inh -2.6 and PrPC TRFRET 2.0.
Screening CCOC(=O)N1CCN(CC(=O)N2c3ccccc3CC2C)CC1 (stereo not given) returned MazF activator 12.4, FadD28 binding -1.2, GDH-TPI counter 1.9, BoNT-F LC inh -3.4, Rv3671c inh 1.8, Mtb FBA inh 3.3, BioA inh 0.3, UGM FP inh -0.9 and PrPC TRFRET 5.3.
`O=C(OCc1nc2ccccc2s1)C1CCN(C2=NS(=O)(=O)c3ccccc32)CC1` gave MazF activator -5.0, FadD28 binding -2.0, GDH-TPI counter 0.3, BoNT-F LC inh 6.9, Rv3671c inh -2.1, Mtb FBA inh 0.7, BioA inh -0.1, UGM FP inh 1.4 and PrPC TRFRET -1.6.
`O=C(COC(=O)c1cc(S(=O)(=O)N2CCOCC2)ccc1Cl)NCc1ccc2c(c1)OCO2` gave MazF activator 10.0, FadD28 binding 1.4, GDH-TPI counter -7.3, BoNT-F LC inh 4.8, Rv3671c inh -3.9, Mtb FBA inh -0.3, BioA inh 1.3, UGM FP inh -4.5 and PrPC TRFRET -1.2.
